# Compound activity: PubChem BioAssay, National Center for Advancing Translational Sciences (NCATS)
# KDM5B inhibitor – Primary screen for KDM5B Histone Demethylases FDH-coupled qHTS; KDM5B demethylase, FDH-coupled NADH fluorescence (FDH is formaldehyde dehydrogenase); Potency, µM (series often up to 57.7 µM), for the others: top-dose activity change, negative = inhibition, hits mostly inhibitors; 2.6% of 220,000 active; Lysine-specific demethylase 5B (Homo sapiens), Q9UGL1; AID 1347165, 2019; active = well fitted inhibition curve with a large enough effect; inconclusive = small, poorly fitted or top-dose-only effect; inactive = no such curve, though single readings can be large or run the other way; note: 0% is about no effect; nearly all actives have a fitted effect of over 70% in size
# Target sequence (Q9UGL1 whole entry, looked up): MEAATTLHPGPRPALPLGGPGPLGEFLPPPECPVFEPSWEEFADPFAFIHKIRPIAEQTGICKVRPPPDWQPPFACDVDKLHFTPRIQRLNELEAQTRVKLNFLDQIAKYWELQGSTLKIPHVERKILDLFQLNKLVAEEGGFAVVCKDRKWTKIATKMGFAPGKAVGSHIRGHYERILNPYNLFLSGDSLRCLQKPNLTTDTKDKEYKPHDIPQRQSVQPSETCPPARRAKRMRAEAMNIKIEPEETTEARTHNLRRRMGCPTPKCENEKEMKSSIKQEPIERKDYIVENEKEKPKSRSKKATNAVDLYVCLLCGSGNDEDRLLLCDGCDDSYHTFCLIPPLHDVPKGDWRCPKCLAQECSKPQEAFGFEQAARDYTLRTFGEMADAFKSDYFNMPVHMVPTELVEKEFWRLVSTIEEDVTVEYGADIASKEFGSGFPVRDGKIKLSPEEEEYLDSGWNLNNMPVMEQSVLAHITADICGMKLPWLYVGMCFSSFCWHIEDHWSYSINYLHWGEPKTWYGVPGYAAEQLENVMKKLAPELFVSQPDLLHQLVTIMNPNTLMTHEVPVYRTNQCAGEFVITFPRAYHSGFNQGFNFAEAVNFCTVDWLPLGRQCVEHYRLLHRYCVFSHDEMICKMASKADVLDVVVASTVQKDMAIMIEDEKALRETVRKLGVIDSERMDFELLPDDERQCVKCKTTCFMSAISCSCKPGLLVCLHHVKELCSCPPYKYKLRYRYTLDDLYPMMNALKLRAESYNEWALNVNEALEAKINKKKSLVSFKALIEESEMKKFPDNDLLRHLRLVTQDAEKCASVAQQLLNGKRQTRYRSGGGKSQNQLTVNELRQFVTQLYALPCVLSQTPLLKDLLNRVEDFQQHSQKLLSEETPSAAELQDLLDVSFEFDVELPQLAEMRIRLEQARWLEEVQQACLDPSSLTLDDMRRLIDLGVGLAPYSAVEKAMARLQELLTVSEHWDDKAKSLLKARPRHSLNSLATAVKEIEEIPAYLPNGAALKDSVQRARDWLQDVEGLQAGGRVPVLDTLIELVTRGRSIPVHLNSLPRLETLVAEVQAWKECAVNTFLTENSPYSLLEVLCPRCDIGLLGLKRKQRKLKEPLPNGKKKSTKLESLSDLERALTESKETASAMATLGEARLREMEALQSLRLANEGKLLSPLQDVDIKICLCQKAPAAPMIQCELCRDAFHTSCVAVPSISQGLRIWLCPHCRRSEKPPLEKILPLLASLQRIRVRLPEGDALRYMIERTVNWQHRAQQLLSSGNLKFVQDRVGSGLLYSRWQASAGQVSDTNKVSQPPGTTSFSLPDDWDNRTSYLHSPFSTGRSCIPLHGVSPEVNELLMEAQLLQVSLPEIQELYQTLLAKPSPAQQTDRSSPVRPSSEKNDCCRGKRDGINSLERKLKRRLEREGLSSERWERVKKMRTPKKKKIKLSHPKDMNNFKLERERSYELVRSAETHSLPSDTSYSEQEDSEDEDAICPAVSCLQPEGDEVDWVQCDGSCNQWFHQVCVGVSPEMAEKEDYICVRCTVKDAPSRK
#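 Here, H3K4me3 peptide (12.5 µM in substrate mix) is demethylated by KDM5BΔAP, 200 nM final, after 10 min compound exposure. Formaldehyde product is coupled through FDH (0.25 U/mL in mix) to NADH fluorescence; 30-min ΔRFU feeds dose-response curves.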
# * = called active by the depositor; u = inconclusive; & = joins results of further samples; [ ] = another dose, or the depositor's remark. Potency is the fitted concentration of half-maximal effect.
cpd	canonical_smiles	KDM5B inhibitor
1	Cc1ccccc1C(=O)N1CC(C(=O)N(C)C)C2(CCOCC2)C1 (stereo not drawn)	-9.0%
2	COc1cc(NC(=O)CN2C(=O)COc3cc(C(C)(C)C)ccc32)cc(OC)c1	16.6%
3	Cn1c(=O)c2c(nc(SCc3ccc(F)cc3)n2Cc2ccccc2)n(C)c1=O	13.1%
4	CCC1CCC/C1=N\NC(=O)c1ccccc1Cl (stereo not drawn)	32.3%
5	Cc1ccc(C)c(NS(=O)(=O)c2ccc(-c3coc(C)n3)cc2)c1	-18.0%
6	CC(C)(CNC(=O)C1CCN(c2nc3ccccc3o2)CC1)N1CCCCC1	-2.8%
7	CCOC(=O)C1=C(C)Nc2ccccc2S1	u
8	O=C(C1CC1)N(C1CCOCC1)C1CCN(S(=O)(=O)C2CC2)CC1	17.3%
9	Cc1ccc(NCCC(=O)c2cc3ccccc3o2)cc1Br	u
10	COc1cccc(N2C(=O)NC(=NC3CCCCC3)C23CCN(CCC(C)C)CC3)c1	12.0%[115 µM]
11	Cc1ccc(C2Cn3nnc(C(=O)N4CCC(C(=O)NCc5ccco5)CC4)c3CO2)cc1 (stereo not drawn)	-8.0%
12	CC(C)=NNC1=NC(C)(C)Cc2ccccc21	-1.7%
13	CN(C(=O)c1cc2nc(-c3ccc4c(c3)OCO4)cc(C(F)(F)F)n2n1)c1ccc(OC(F)(F)F)cc1	u
14	Cc1ccc(NC(=O)Nc2c[nH]c(=O)[nH]c2=O)cc1C	u
15	Cc1cc(C)c2nc(-c3ccc(N)cc3)cc(C(=O)O)c2c1	-31.9%
16	O=C(Cc1csc(-c2cccs2)n1)Oc1ccc(Cl)c2ccccc12	u
17	CC(C(=O)NCc1ccccc1)N1C(=O)COc2ccc(C(=O)COc3ccc(F)cc3)cc21 (stereo not drawn)	-6.5%
18	COc1ccc(OC)c(C2CC(=O)Nc3c2c(C)nn3-c2ccc3nnc(C)n3n2)c1 (stereo not drawn)	-5.7%
19	CC(C)N1CCC2(CC1)CN(C(=O)Cc1cccc(F)c1)Cc1ccccc1O2	9.8%
20	CCOc1ccc(CCNC(=O)c2cnc3c(-c4ccc(F)cc4)c(C)nn3c2C)cc1OCC	-5.1%
21	Cc1ccc(NC(=O)Nc2nnc(C3CCCC3)s2)cc1	-14.6%
22	Cc1ccc(C(=O)N2CC(C(=O)NCCc3ccncc3)C3(CCOCC3)C2)cc1 (stereo not drawn)	11.7%
23	Cc1ccc2[nH]cc(CCNC(=O)c3c(F)cccc3F)c2c1	-1.1%
24	CC1(NC(=O)CSc2nc(CN3CCOCC3)nc3ccccc23)CCS(=O)(=O)C1 (stereo not drawn)	8.3%
25	CCOC(=O)c1ccc(NC(=O)CN2C(=O)c3cccnc3Sc3ccccc32)cc1	-9.3%
26	COc1ccc(CC(=O)N[C@@H]2CN(c3ccncn3)C[C@H]2CO)cc1	-5.0%
27	O=C(O)/C=C/c1ccccc1F	22.5%
28	CN(C(=O)C1CCCCC1)C1(c2ccccc2Cl)CCCCC1=O (stereo not drawn)	19.8%
29	Cc1oc(-c2ccccc2)nc1C(=O)Nc1ccccc1Cc1ccccc1	5.8%
30	Cc1ccc(C(CNC(=O)c2cc(=O)c3cc(Br)ccc3o2)N2CCCCC2)o1 (stereo not drawn)	-11.0%
31	COc1ccc(NC(=S)N(CCC(C)C)C2CCN(C(C)C)CC2)cc1	23.7%
32	CC(=O)N1CCC([C@@H]2CN(C3CCSCC3)C[C@H]2CO)CC1	-9.5%
33	CCNC(=O)C1N(C(C)C)C(=O)C12CCCC2 (stereo not drawn)	17.7%
34	CC(C)CNc1ccc2c(n1)C(C)(C(=O)Nc1ccncc1)CN(Cc1ccccc1)C2 (stereo not drawn)	-2.8%[86.2 µM]
35	Cc1cc2cc(-c3c(C)noc3C)nc(N(C)C)c2o1	-25.4%[115 µM]
36	O=C(Cn1ccnc1)N1CCCCC1c1noc(COc2ccc(F)cc2)n1 (stereo not drawn)	-5.2%
37	COc1ccc(CN2CC(Oc3ccccc3C(=O)NC3CC3)C2)cc1OC	26.3%
38	O=C(O)C[C@@H]1CCN(C(=O)Cc2ccccc2)C[C@@H]1CCN1C[C@@H]2C[C@H](C1)c1cccc(=O)n1C2	-5.6%
39	CC(C)(C)c1ccc(C(=O)NC2(C(F)(F)F)C(=O)Nc3c2c(=O)[nH]c(=O)n3-c2ccccc2)cc1 (stereo not drawn)	-24.1%
40	CC(=O)c1cccc(NC(=O)Cn2c(=O)n(-c3ccccc3)c(=O)c3c2cc(C)n3C)c1	-3.0%
41	Cc1ccc(CNC(=O)Cn2c(-c3cccs3)cc3cc(Cl)ccc32)cc1	u
42	O=C(/C=C/c1ccccc1[N+](=O)[O-])NNC(=O)c1ccncc1	-0.6%
43	CNC(=O)[C@H]1C[C@H](Oc2cccnc2)CN1C(=O)c1ccccc1	6.0%
44	CC(=O)N1CCN(C(C(=O)O)c2c[nH]c3ccccc23)CC1 (stereo not drawn)	u
45	COc1ccc(NC(=O)CSC2=Nc3ccccc3C3=NC(CC(=O)NCc4ccc(F)cc4)C(=O)N23)cc1 (stereo not drawn)	-3.4%
46	Cc1cc(Cl)ccc1S(=O)(=O)N1CC(c2noc(-c3cccnc3)n2)C1	-6.5%
47	CC(C(=O)NCc1ccccc1)n1ccc2cc(S(=O)(=O)N3CCCC3)ccc21 (stereo not drawn)	u
48	COc1ccc(CNC(=O)COC(=O)c2ccc(F)c(S(=O)(=O)N3CCCCC3)c2)cc1OC	-4.1%&22.9%
49	CC(C)c1nc2c(c(-c3ccc(O)cc3)n1)CN(C(=O)Nc1ccc(Cl)cc1)CC2	-12.8%
50	CCOc1ccc(CC(=O)N2CCCN(C)c3ccccc32)cc1	u
51	Cc1cnc(NC(=O)[C@@H](NC(=O)c2ccccc2F)C(C)C)s1	6.0%
52	COC(=O)c1cc(N)cc(C(=O)OC)c1	u
53	O=C(c1ccccc1)N1CC2(C1)C(=O)Nc1ccccc12	11.6%[149 µM]
54	CN(C)c1ccc(CN2CC[C@H](c3nnc(-c4ccco4)o3)C2)cc1	-8.8%[86.2 µM]
55	Cn1c(=O)cc(OCC(=O)N2CCN(c3ccccc3)CC2)c2ccccc21	-7.0%
56	COc1ccc(CC2C(=O)Nc3ccc(Br)cc32)cc1OC (stereo not drawn)	0.3%

# (cont.)
cpd	canonical_smiles	KDM5B inhibitor
57	Oc1ccccc1-c1nc2ccccc2s1	-29.0%
58	O=C1CO[C@H]2CN(c3nccc(C(F)(F)F)n3)C[C@H]2N1Cc1ccc(F)cc1	-8.2%[86.2 µM]
59	COCC(=O)N1CCCC(C(=O)N(C)CCn2ccnc2C)C1 (stereo not drawn)	15.6%
60	O=C1CCC(C(=O)OCc2cc(=O)oc3cc(O)ccc23)=NN1	174.1%[activator]
61	Cc1ccc(CN2CCCn3nc(C(=O)NCc4ccc(N(C)C)cc4)cc3C2=O)cc1	-15.3%
62	O=C(Nc1ccc(Br)cc1F)N1CCC2(CC1)Oc1ccccc1C(=O)N2Cc1ccccc1F	-28.1%
63	Cc1ccc(N(C(=O)c2ccc(C(C)(C)C)cc2)C2C=CS(=O)(=O)C2)cc1 (stereo not drawn)	10.3%
64	Cc1cccnc1C(=O)N[C@@H]1CN(Cc2ccccc2)C[C@H]1CO	-30.0%
65	CN(Cc1ccc2nonc2c1)C(=O)COc1ccc(Cl)cc1Cl	-7.6%
66	COc1ccc(Oc2c(C)oc3cc(OCC(=O)N(C)Cc4ccccc4)ccc3c2=O)cc1	-12.4%
67	CC(=O)Nc1cc(C(=O)NCc2ccc(F)cc2Cl)ccc1Sc1ccc(Cl)cc1	-22.7%
68	COc1ccc(N2CCN(C(c3ccccc3)c3sc4nc(-c5ccco5)nn4c3O)CC2)cc1 (stereo not drawn)	-27.8%
69	CCNC(=O)[C@@H]1C[C@H](NC(C)=O)CN1Cc1ccc(OC2CCCC2)cc1	u
70	COc1ccc(/C=N/n2c(=O)[nH]c3c([nH]c4ccc(Cl)cc43)c2=O)cc1CN1CCCCC1	-15.8%
71	Cc1ccc(C(C)NC(=O)CNC23CC4CC(CC(C4)C2)C3)cc1 (stereo not drawn)	34.7%[activator]
72	N#Cc1nc(-c2ccccc2F)oc1NCc1ccccc1Cl	u
73	Cc1cccc(N2C(=O)CSC23C(=O)N(CC(=O)NCc2ccccc2Cl)c2ccccc23)c1 (stereo not drawn)	-6.1%
74	O=C(OCC(=O)N1CCOCC1)C1=NN(c2ccccc2)C(=O)CC1	-10.0%
75	CCc1ccccc1NC(=O)CSCc1cnn(-c2ccccc2)c1-n1cccc1	-12.4%
76	Cc1cccc(C(=O)C(Cl)C(=O)c2cccc(C)c2)c1	u
77	COc1ccc(CC2C(=O)Nc3ccc(Br)cc32)c(OC)c1 (stereo not drawn)	-22.0%
78	COc1ccc(CNC(=O)COc2ncnc3ccc(Br)cc23)cc1	-11.7%
79	Cc1nc(-c2ccc3ccccc3c2)cs1	9.4%
80	COc1ccc(O)cc1CN1CCC(Cc2ccc(C(=O)O)cc2)C1 (stereo not drawn)	u
81	Cc1ccc(CN(C(=O)c2cc3ccccc3oc2=O)C2CCS(=O)(=O)C2)cc1 (stereo not drawn)	-9.0%
82	Fc1cc(F)cc(Cc2nc3nccc(-c4ccco4)n3n2)c1	25.1µM*
83	Cc1cc(=O)oc(C)c1C(=O)NNC(=O)C1(C)CC1Br (stereo not drawn)	-0.3%
84	COCCNC(=O)[C@@H]1C[C@H](Oc2cccnc2)CN1C(=O)CCc1ccccc1	14.3%
85	Cc1ccc(OCC(=O)OCc2cc(=O)n3ccsc3n2)cc1C	8.7%
86	COCCn1c(=O)c2c(n1Cc1ccccc1)CN(C(=O)c1nc3ccccc3[nH]1)CC2	-23.9%[86.2 µM]
87	CCCS(=O)(=O)N1CC(c2nc(CCOc3cccc(C)c3)no2)C1	-17.6%
88	CCOC(=O)N1CCC(N[C@@H]2CC[C@@H]2NC(=O)c2nc(C)oc2C)CC1	-2.2%
89	CC(C)c1ccc(NC(=O)N[C@H]2CO[C@H]3[C@@H]2OC[C@H]3OC(=O)Nc2ccc(Oc3ccccc3)cc2)cc1	14.4%
90	Cc1cccc(OCCC(=O)OC(C)C(=O)Nc2ccc(S(N)(=O)=O)cc2)c1 (stereo not drawn)	7.6%
91	CC(C)=NOc1nc(N(C)C)nc(N2CCOCC2)n1	6.9%
92	CC(C)CNC(=O)[C@H](Cc1ccccc1)NC(=O)c1cccs1	0.8%
93	COc1ccc(OCC(=O)Nc2cccc3cccnc23)cc1	-9.8%
94	CN(c1ccccc1)S(=O)(=O)c1ccc(C(=O)OCC(=O)NCc2cccs2)cc1	13.2%
95	COc1cc(NC(=O)CN2CCCCCC2)cc(OC)c1	12.0%
96	CCc1cccc(C)c1NC(=O)NC1COc2ccccc2C1 (stereo not drawn)	-3.7%
97	COc1ccc(CNC(=O)Cn2c(-c3ccc(Cl)cc3)nc(C)c(CCO)c2=O)cc1	14.0%
98	NC(=O)C1Cc2ccccc2CN1 (stereo not drawn)	-26.7%
99	O=C(/C=C(\O)c1ccccc1)C(=O)NNC(=O)c1ccccc1[N+](=O)[O-]	u
100	O=C(Nc1cc(C(F)(F)F)ccc1Cl)c1cc(S(=O)(=O)NCc2ccccc2)ccc1F	u
101	COc1ccc(CNC(=O)CCCN2C(=O)COc3ccc(C)cc32)cc1	-2.0%
102	O=C(CN1C[C@@H](C(=O)O)[C@H](c2ccccc2)C1)NCc1ccc(C(=O)O)o1	-24.6%
103	O=C(c1ccncc1)N1C[C@@H]2OCC(=O)N(Cc3ccc(F)cc3)[C@@H]2C1	u
104	OC(CNC12CC3CC(CC(C3)C1)C2)COc1ccc(Cl)cc1Cl (stereo not drawn)	-2.2%
105	Cc1ccc(CN2CCC3(CC2)CN[S+](=O)([O-])c2ccccc2N3)cc1	-7.3%
106	Cc1ccc(C(=O)CSc2nc3ccccc3c(=O)[nH]2)cc1	11.3%
107	CC1=C(C(=O)Nc2cc(C)cc(C)c2)C2(CCCCCC2)OC1=O	-8.3%
108	O=C(c1cccc(Cl)c1)N1CCC(c2nc3ccccc3o2)CC1	20.3%&-13.9%
109	Cc1cc(-c2ccccc2)nc2cc(C(=O)Nc3cc(C(F)(F)F)ccc3Cl)nn12	-29.8%
110	CCN(C(=O)CSc1nc(-c2ccccc2)no1)c1cccc(C)c1	-19.3%
111	CCNC(=O)C1C(c2cccc(NC(=O)c3ccccc3)c2)OC(=O)N1Cc1ccccc1 (stereo not drawn)	13.2%
112	O=C(COC(=O)c1ccc([N+](=O)[O-])cc1Cl)c1ccc2c(c1)OCCO2	1.3%

# Later entries:
cpd	canonical_smiles	KDM5B inhibitor
113	COCCN1CCCCCC(O)c2cc(C(=O)NCC(C)C)ccc21 (stereo not drawn)	u
114	CCOC(=O)C1CCN(C(=O)Cc2cccn2-c2ccc(F)cc2)CC1	u
115	O=C(CN1C(=O)C(c2ccccc2)=NC12CCCC2)Nc1ccc2c(c1)OCO2	8.4%
116	O=C(CCn1c(=O)oc2cc(Cl)ccc21)Nc1ccc(N2CCOCC2)cc1	-14.5%
117	Cc1ccc2c(CN3CCN(CCc4ccccn4)CC3)cc(=O)oc2c1	-23.1%
118	CCN(CCCNC(=O)c1nn(-c2ccc(OC)c(Cl)c2)c(=O)c2c1c1ccccc1n2C)c1ccccc1	u

# Three entries out of the list above, ordered by their value in KDM5B inhibitor, falling:
cpd	canonical_smiles	KDM5B inhibitor
59	COCC(=O)N1CCCC(C(=O)N(C)CCn2ccnc2C)C1 (stereo not drawn)	15.6%
83	Cc1cc(=O)oc(C)c1C(=O)NNC(=O)C1(C)CC1Br (stereo not drawn)	-0.3%
87	CCCS(=O)(=O)N1CC(c2nc(CCOc3cccc(C)c3)no2)C1	-17.6%

# Not all compounds are listed, so the mix of outcomes need not match the whole.
